TDP43 rescue: inhibitors of TDP-43 toxicity in yeast. TDP-43 expressing yeast growth rescue, BacTiter-Glo, 24 h. 410,000 tested, 1.8% active. Potency, µM (titrated, usually from 46.1 µM), without a hit: top-dose growth rescue (activation), usual class: activators. AID 652104; note: % of control where 0% means no effect; nearly all actives have a fitted effect of over 50% in size
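Yeast expressing TDP-43 (pregrown in raffinose, seeded at OD600=0.02 in galactose medium) exposed to compounds 24 hr at 30 deg C. Growth read by BacTiter-Glo luminescence; rescue of toxicity appears as increased signal.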
HT1080 IDH1KD tx: HT-1080 IDH1 knockdown cell toxicity (counter line); HT-1080 IDH1 knockdown viability, ATP luminescence, 48 h; Potency, µM (series often up to 46.1 µM), without a hit: at the top dose activity, negative = toxicity, hits mostly cytotoxic; 360,000 tested, 2% active;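 note: 0% = DMSO wells and -100% = cell-free medium wells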
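After a 2 h attachment period, IDH1KD HT-1080 cells took pin-transferred compound for 48 h at 37 °C; ATP-based luminescence after 10 min room-temperature reagent incubation reported viability.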
HT1080NT lethal: kills 2HG-producing HT-1080-NT fibrosarcoma cells | HT-1080-NT fibrosarcoma viability, CellTiter-Glo ATP luminescence, 48 h | 360,000 tested, 1.6% active | Potency, µM (doses to about 46.1 µM), without a hit: at the top dose activity, negative = less viability, most hits filed as cytotoxic;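 note: NT is the 2HG producing partner of a matched IDH1 knockdown line; 0% = DMSO-treated cells and -100% = media-only wells without cells; nearly all actives have a fitted effect of over 55% in size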
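750 cells/well, RPMI + 5% FBS; 2 h settle, compound pin-transfer, 48 h at 37 degrees C. CellTiter-Glo 10 min RT, luminescence. Normalized to DMSO and media-only wells.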
KB-V1 cytotox: KB-V1 MDR subline cytotoxicity; KB-V1 MDR cells viability, CellTiter-Glo, 72 h; 400,000 tested, 3.4% active; Potency, µM (titrated, usually from 46.1 µM), for the others: at the top dose activity change, negative = cytotoxicity, hits mostly cytotoxic; note: % is set by controls: 0 for no effect and ±100 for the full control effect; nearly all actives have a fitted effect of over 60% in size
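KB-V1 MDR subline cells in DMEM (phenol-red free, 10% FBS) exposed to compounds in qHTS concentration series for 72 h at 37 degrees C. Viability read by CellTiter-Glo luminescence; concentration-effect curves fitted after normalization and correction.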
KB-3-1 cytotox: kills parental KB-3-1 adenocarcinoma cells; KB-3-1 viability, CellTiter-Glo ATP luminescence, 72 h; Potency, µM (series often up to 46.1 µM), for inactives: at the top dose activity change, negative = cytotoxic, usual class: cytotoxic; 400,000 tested, 1.4% active; AID 1347075; note: % is set by controls: 0 for no effect and ±100 for the full control effect; nearly all actives have a fitted effect of over 60% in size
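Multi-concentration cytotoxicity screen in KB-3-1 cells grown in DMEM lacking phenol red with 10% FBS. After 72 h at 37 °C with compound, ATP-dependent luminescence was recorded.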
GLP1R cytotox: cytotoxic in the GLP-1 receptor inverse agonist counter-screen; 410,000 tested, 0.13% active; Potency, µM (doses to about 38.3 µM), inactives show at the top dose activity change, negative = inhibition, hits mostly inhibitors; HEK293 cAMP-luciferase reporter cells, luminescence, 24 h;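 note: loss of luciferase light is scored as toxicity; % is set by controls: 0 for no effect and ±100 for the full control effect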
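Quantitative HTS format, 1536 wells, 200 cells/uL seeded. Compounds: 23 nL, 24 h, 37 °C. Detection: luciferase reagent, luminescence at 12 min RT; decreased signal taken as cytotoxic.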
GLP-1R agonist: GLP-1 receptor (human) agonism | P43220 | HEK293 GLP-1R CRE-luciferase, luminescence, 4-6 h; cells express a hypersensitive GLP-1R form | Potency, µM (doses to about 45.6 µM), for inactives: at the top dose activation, usual class: activators | 380,000 tested, 0.007% active | AID 624172; note: % of control where 0% means no effect
Target sequence (P43220 whole entry, looked up): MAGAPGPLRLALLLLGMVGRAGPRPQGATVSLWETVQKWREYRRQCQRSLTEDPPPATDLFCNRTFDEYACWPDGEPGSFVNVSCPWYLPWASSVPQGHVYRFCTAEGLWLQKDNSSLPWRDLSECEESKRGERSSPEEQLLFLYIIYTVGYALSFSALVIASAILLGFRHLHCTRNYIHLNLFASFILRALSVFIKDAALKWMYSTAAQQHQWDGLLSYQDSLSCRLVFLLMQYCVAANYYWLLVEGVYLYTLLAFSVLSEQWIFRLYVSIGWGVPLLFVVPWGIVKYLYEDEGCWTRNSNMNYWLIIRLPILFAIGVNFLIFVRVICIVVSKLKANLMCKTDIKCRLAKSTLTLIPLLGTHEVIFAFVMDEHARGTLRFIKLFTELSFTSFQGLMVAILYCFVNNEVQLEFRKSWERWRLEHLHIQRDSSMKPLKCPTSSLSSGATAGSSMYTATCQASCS
GLP1R inv ag: GLP-1 receptor (human) inverse agonism; Potency, µM (series often up to 38.3 µM), without a hit: at the top dose activity change, negative = inhibition, most hits filed as inhibitors; HEK293 GLP-1R CRE-luciferase, luminescence, 24 h; GLP-1R form is constitutively active; P43220; AID 624417; 410,000 tested, 1.6% active; note: % is set by controls: 0 for no effect and ±100 for the full control effect; nearly all actives have a fitted effect of over 55% in size
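Inverse agonism was detected as reduced cAMP-driven luciferase luminescence after 24 h compound treatment. The cells were HEK293 clones expressing constitutively active human GLP-1R with the reporter. Reporter-only and GPR119 cell lines served as counterscreen controls.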
SW480 rereplic: DNA re-replication induction in SW480 cells; SW480 DNA re-replication, Hoechst DNA content imaging, 48 h; Potency, µM (highest dose often 46.1 µM), for inactives: at the highest dose re-replication activation, hits mostly activators; 340,000 tested, 1.8% active; AID 624297; note: % of control where 0% means no effect; nearly all actives have a fitted effect of over 55% in size
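Compounds, transferred as 23 nL by pin tool, were incubated with cells for 48 hr; DNA content per nucleus was then quantified by Hoechst staining and fluorescence plate imaging.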
Numbers without * were called inactive; ? = inconclusive; nt = no result given; [ ] = remark or other dose. Calls come from the whole dose curve; as a rule, active = well fitted curve in the direction sought with a large enough effect; inconclusive = small, poorly fitted or top-dose-only effect, or another doubt; inactive = no such curve, though single readings can be large; an effect the other way counts as inactive or inconclusive. Potency is the fitted concentration of half-maximal effect.

#	Structure	TDP43 rescue	HT1080 IDH1KD tx	HT1080NT lethal	KB-V1 cytotox	KB-3-1 cytotox
1	Cc1nnc(N2CCN(C(=O)Nc3cc(F)ccc3F)CC2)c2nn(-c3ccc(Cl)cc3)c(C)c12	18%	nt	nt	?	-15%
2	O=S(=O)(Nc1ccc(Cc2ccncc2)cc1)c1cccs1	-5%	1%	0%	-13%	-2%
3	CN(c1ccccc1C(=O)Nc1ccc(S(=O)(=O)N2CCCC2)cc1)S(C)(=O)=O	-13%	5%	-4%	1%	15%
4	CCOc1cc(-c2cc(-c3ccc(NC(C)=O)cc3)nc(N)c2C#N)ccc1O	4%	-15%	-16%	14%	-2%
5	CC12COC3(C(=O)Nc4ccccc4)CC1CCC32C (stereo not drawn)	-15%	7%	15%	0%	7%
6	COc1ccc(-n2nnc3c(=O)n(Cc4cc(C)ccc4C)cnc32)cc1	-21%	5%	-4%	-1%	1%
7	Cc1ccc(NC(=O)c2c(C)oc3ccc(O)c(CN4CCCC4)c23)c(C)c1	7%	nt	nt	0%	-1%
8	Cc1ccc(-c2nnc(-c3ccc4c(c3)OCO4)o2)cc1	10%	25%	17%	-15%	1%

#	GLP1R cytotox	GLP-1R agonist	GLP1R inv ag	SW480 rereplic
1	-10%	nt	4%	nt
2	-30%	2%	20%	1%
3	-9%	-1%	-20%	2%
4	-17%	11%	?	15%
5	12%	0%	?	3%
6	1%	-3%	2%	0%
7	-1%	nt	-16%	nt
8	9%	5%	41%[activator]	1%

More compounds.
#	Structure	TDP43 rescue	HT1080 IDH1KD tx	HT1080NT lethal	KB-V1 cytotox	KB-3-1 cytotox
9	Cc1ccccc1NC(C)C(=O)N/N=C/c1c[nH]c2ccccc12 (stereo not drawn)	-7%	-1%	-8%	16%	7%
10	CCSc1nc2ccccc2c(=O)n1OCC(=O)OC	0%	7%	0%	18%	0%
11	NS(=O)(=O)c1ccc(NC(=O)CSc2ccccc2)cc1	18%	9%	4%	?	-2%
12	O=C(Nc1ccncc1)C1CCCN(S(=O)(=O)c2cccc3cccnc23)C1 (stereo not drawn)	-9%	?	3.3µM*	-11%	?
13	CSc1nnc(Nc2ccccc2C)s1	11µM*	9%	28%	-4%	8%
14	CCOC(=O)CN1C(=O)C(=O)N(Cc2ccccc2)C1=O	-11%	3%	1%	8%	-4%
15	O=C(CSc1ccc(-c2ccco2)nn1)Nc1ccccc1F	28µM*	18%	1%	-24%	0%
16	CN1C(=O)c2ccccc2Sc2ccc(NC(=O)Nc3ccccc3F)cc21	15%	nt	nt	3%	17%

#	GLP1R cytotox	GLP-1R agonist	GLP1R inv ag	SW480 rereplic
9	?	12%	?	-62%[inhibitor]
10	1%	5%	1%	-5%
11	-27%	15%	12%	-3%
12	-24%	8%	1.8µM*	2.1µM*
13	-6%	7%	1%	-1%
14	3%	-3%	10%	0%
15	-11%	-4%	20%	1%
16	11%	nt	2%	nt

Continuation.
#	Structure	TDP43 rescue	HT1080 IDH1KD tx	HT1080NT lethal	KB-V1 cytotox	KB-3-1 cytotox
17	CN1CCN(C(=O)/C(=C/c2ccc([N+](=O)[O-])cc2)NC(=O)c2ccccc2)CC1	14%	12%	15%	2%	-3%
18	C[C@]12CCC(=O)CC1=CCC1C3CC=C(C#N)[C@@]3(C)CC[C@@]12O (stereo partly drawn)	?	-1%	6%	1%	4%
19	COC(=O)C1=CN(c2ccc(OC)cc2OC)C(N)=C(C#N)C1c1ccccc1F (stereo not drawn)	17%	0.73µM*	1.5µM*	?	1.5µM*
20	CC(C)C(=O)c1cc2c(cc1NC(=O)c1cccs1)OCCO2	-16%	0%	11%	0%	0%
21	O=Nc1c(O)n(Cc2cccc(C(F)(F)F)c2)c2ccccc12	-7%	?	?	?	-13%
22	O=C(CNC(=O)c1ccco1)Nc1cc(Cl)ccc1N1CCOCC1	-8%	-1%	0%	-19%	3%
23	CC(Oc1ccc(Br)cc1)C(=O)N1CCc2ccccc21 (stereo not drawn)	3%	-4%	2%	-11%	-7%
24	Cc1ccc(C)c(NC(=O)Cn2c(=O)n(Cc3ccco3)c(=O)c3oc4ccccc4c32)c1	7%	nt	nt	1%	8%

#	GLP1R cytotox	GLP-1R agonist	GLP1R inv ag	SW480 rereplic
17	9%	1%	8%	-1%
18	-5%	8%	-10%	-11%
19	-10%	nt	?	nt
20	-8%	1%	0%	-2%
21	0%	16%	?	8%
22	-17%	1%	2%	-3%
23	46%[activator]	4%	?	1%
24	0%	nt	0%	nt

A draw from above in order of length of the SMILES, lowest first.
#	Structure	TDP43 rescue	HT1080 IDH1KD tx	HT1080NT lethal	KB-V1 cytotox	KB-3-1 cytotox
23	CC(Oc1ccc(Br)cc1)C(=O)N1CCc2ccccc21 (stereo not drawn)	3%	-4%	2%	-11%	-7%
20	CC(C)C(=O)c1cc2c(cc1NC(=O)c1cccs1)OCCO2	-16%	0%	11%	0%	0%
21	O=Nc1c(O)n(Cc2cccc(C(F)(F)F)c2)c2ccccc12	-7%	?	?	?	-13%
16	CN1C(=O)c2ccccc2Sc2ccc(NC(=O)Nc3ccccc3F)cc21	15%	nt	nt	3%	17%
24	Cc1ccc(C)c(NC(=O)Cn2c(=O)n(Cc3ccco3)c(=O)c3oc4ccccc4c32)c1	7%	nt	nt	1%	8%
17	CN1CCN(C(=O)/C(=C/c2ccc([N+](=O)[O-])cc2)NC(=O)c2ccccc2)CC1	14%	12%	15%	2%	-3%

#	GLP1R cytotox	GLP-1R agonist	GLP1R inv ag	SW480 rereplic
23	46%[activator]	4%	?	1%
20	-8%	1%	0%	-2%
21	0%	16%	?	8%
16	11%	nt	2%	nt
24	0%	nt	0%	nt
17	9%	1%	8%	-1%

(continued)
#	Structure	TDP43 rescue	HT1080 IDH1KD tx	HT1080NT lethal	KB-V1 cytotox	KB-3-1 cytotox
25	Cc1ccc(NC(=O)c2noc3c2CCCCC3)cc1C	-15%	-5%	19%	?	-4%
26	COc1cc2c(cc1NC(=O)c1cccc([N+](=O)[O-])c1)oc1ccccc12	10%	?	?	?	?
27	CC(=O)c1ccc(N2CCN(c3ccc(C(F)(F)F)cn3)CC2)cc1	0%	-1%	-2%	7.3µM*	?
28	O=C(CNC(=O)Cc1ccccc1)NCc1cccc(C(F)(F)F)c1	3%	2%	5%	-1%	18%
29	O=C(Cc1ccc(S(=O)(=O)N2CCCC2)s1)Nc1cccc([N+](=O)[O-])c1	4%	-7%	-7%	4%	-9%
30	Cc1ccc2c(c1C)NC(=O)C21N2CCCC2C(C(=O)c2ccc3ccccc3c2)C12C(=O)Nc1ccccc12 (stereo not drawn)	-6%	-17%	0%	?	?
31	Cc1ccc2cc(CCNC(=O)C(C)C)c(=O)[nH]c2c1	16%	6%	2%	-5%	?
32	Cc1ccc(-c2ocnc2C(=O)N2CCN(C(=O)c3cccs3)CC2)cc1	12%	12%	12%	-19%	9%

#	GLP1R cytotox	GLP-1R agonist	GLP1R inv ag	SW480 rereplic
25	-8%	-10%	4%	-3%
26	-8%	2%	9%	10%
27	0%	-3%	19%	-18%
28	-5%	3%	0%	-1%
29	-16%	6%	?	-2%
30	-7%	0%	?	?
31	10%	0%	17%	-10%
32	1%	2%	1%	-7%

(list continues)
#	Structure	TDP43 rescue	HT1080 IDH1KD tx	HT1080NT lethal	KB-V1 cytotox	KB-3-1 cytotox
33	Cc1ccc2c(c1)CCCN2C(=O)c1ccco1	-2%	-15%	21%	?	?
34	Cc1cc(C)nc(N(C#N)Cc2ccccc2Cl)n1	3%	-1%	2%	9%	20%
35	C=CC[C@@H](CC(=O)OC(C)(C)C)C(=O)OC[C@@H]1CCCN1C(=O)[C@@H](CC=C)CC(=O)N(CCO)Cc1ccccc1	-11%	?	-4%	-24%	17%
36	COc1ccc(NC(=O)C2CCN(C3=NS(=O)(=O)C(c4ccc(C)c(C)c4)=C3C)CC2)cc1OC	12%	nt	nt	0%	18%
37	COc1ccc(OCCNC(=O)c2ccc(C)cc2)cc1	-25%	11%	9%	-1%	10%
38	CC(C)n1nc(C(=O)Nc2cccc(S(=O)(=O)N3CCCCC3)c2)c2ccccc2c1=O	15%	-14%	-19%	-12%	-20%
39	CCOC(=O)c1cc2c(=O)n3cccc(C)c3nc2n(Cc2ccco2)c1=NC(=O)c1ccc(C)cc1	-2%	7%	6%	6%	11%
40	COc1ccc(C(CNC(=O)c2ccc(S(=O)(=O)N3CCCC3)cc2)N2CCOCC2)cc1 (stereo not drawn)	-3%	0%	13%	0%	-7%

#	GLP1R cytotox	GLP-1R agonist	GLP1R inv ag	SW480 rereplic
33	-13%	-8%	0%	-5%
34	5%	2%	4%	-5%
35	-3%	8%	?	-14%[9.22 µM]
36	-11%	nt	9%	nt
37	4%	10%	-12%	0%
38	-10%	25%	8%	-34%[inhibitor]
39	-2%	-1%	15%	-8%
40	22%	-3%	21%	-2%

(more compounds)
#	Structure	TDP43 rescue	HT1080 IDH1KD tx	HT1080NT lethal	KB-V1 cytotox	KB-3-1 cytotox
41	CC(=O)Nc1ccc(C(=O)N2CCc3cc4c(cc3C2C)OCCCO4)cc1 (stereo not drawn)	27%	-12%	-5%	0%	-9%
42	CCN(C(=O)COC(=O)CNC(=O)c1ccc2ccccc2c1)c1c(N)n(Cc2ccccc2)c(=O)[nH]c1=O	6%	-1%	-2%	-9%	-8%
43	CC(C)(C)N1CC(C(=O)Nc2ccc(S(=O)(=O)N3CCCCC3)cc2)CC1=O (stereo not drawn)	0%	1%	-7%	0%	-6%
44	Cc1c(Cl)cccc1Nc1nn2c(=O)c3ccccc3nc2s1	18%	nt	nt	-2%	-7%

#	GLP1R cytotox	GLP-1R agonist	GLP1R inv ag	SW480 rereplic
41	-4%	13%	-32%	1%
42	0%	1%	7%	-6%
43	-8%	8%	-21%	-32%
44	11%	nt	13%	nt

Assay outcomes deposited in PubChem BioAssay by National Center for Advancing Translational Sciences (NCATS).

Random draw from the library. Share with any hit: about 9.4%.
